EWS-Fli block = inhibitors of EWS/Fli oncoprotein transcriptional activity | A673 NR0B1-luciferase reporter, viability-normalised | inhibition, % at 12.6 µM | 0.67% of 350,000 active | AID 651661;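 active = mean inhibition of at least 50% after viability correction, with every replicate also passing that limit; inconclusive = mean reaches 50% but only one of two replicates passes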;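 also: firefly luciferase signal divided by Alamar Blue viability fluorescence both relative to DMSO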
Cneo AK release = Cryptococcus neoformans lysis via adenylate kinase release; C. neoformans lysis, adenylate kinase release luminescence, 4 h; normalised: neutral wells 0, clomiphene wells 100; lysis activity, % at 15 µM; 0.2% of 360,000 active; AID 651654;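 active = mean lysis activity across replicates of at least 80%, whatever share of replicates individually reach that level; inactive = mean lysis activity below 80%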
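Material – Cryptococcus neoformans yeast cells · Quantity – 5 × 10^6 yeast cells/mL · Buffer or medium – YPD medium · Compound – single dose · Timing – 4 h static compound exposure, 37 °C, read 1 h post-reagent · Signal – adenylate kinase release luminescence · Read-out basis – lysis from increased AK signal · Benchmarks – Clomiphene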
LGR2 antag = blocks bursicon-induced cAMP signaling via Drosophila LGR2. AID 720647. HEK293 LGR2, CRE-luciferase, bursicon-stimulated, 4 h. 0.35% of 380,000 active. inhibition, % at 9.99 µM;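 active = drop in luminescence signal, shown as inhibition above about 50% in the replicate tests, limit read from the data, passing the limit was not always enough; inconclusive = probably only some replicates passing the limit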;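 also: agonist challenge used bursicon conditioned medium at about half maximal strength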
PGC1a acetyl inh = modulators of PGC1a acetylation; U2OS PGC1a acetylation, AlphaScreen anti-acetyl-lysine; with virally co-expressed GCN5 acetyltransferase; inhibition, % at 15.6 µM; 0.17% of 350,000 active;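 active = every replicate shows inhibition of at least 40%; inconclusive = mean inhibition at least 40% but some replicate below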;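 also: 0% = neutral control wells and 100% = positive control wells; some results beyond the cut were filed as inactive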
PAX8 inh HTS = inhibitors of PAX8 transcriptional activity in RMG-I cells; RMG-I TPO-luciferase reporter, SteadyGlo, 24 h; 1.2% of 360,000 active; inhibition, % at 12.6 µM;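 active = mean replicate inhibition at least 60% with every replicate also reaching 60%; inconclusive = only one of the two criteria is met; inactive = mean below 60% and not all replicates reaching 60%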;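 also: luciferase light reporting Pax8 driven TPO promoter activity; plate controls were median of neutral control wells for no effect and mitoxantrone controls for full effect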
FN deposit inh = fibronectin deposition inhibition; AH1F fibroblasts, Alexa488-fibronectin deposition fluorescence, overnight; inhibition, % at 12.6 µM; 0.086% of 350,000 active;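 active = mean inhibition across replicates of 30% or more, regardless of how many single replicates reach that level; inconclusive = mean under 30% yet at least half of replicates reach 30%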;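 also: positive control wells lacked labelled fibronectin entirely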
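Assay system: AH1F fibroblast monolayer, labelled fibronectin deposition. Amount: 10000 cells per well. Also added: labelled fibronectin 24 nM. Compound: single-point pinned compound. Incubation: cell attachment 1 h, compound and FN exposure overnight. Detection: fluorescence after three HBSS washes, excitation 485 nm, emission 525 nm. Read-out: inhibition of fibronectin deposition signal.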
miR-122 sensor = inhibitors of miR-122 in Huh7 cells; Huh7 miR-122 Renilla luciferase sensor, 48 h; neutral wells = 0, positive control = 100; activation (reporter increase), % at 12.5 µM; 0.3% of 340,000 active;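 active = mean replicate activation score at least 90 and every replicate individually at or above 90; inconclusive = only one of the two criteria met; inactive = neither criterion met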;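 also: higher luciferase means less miR-122 activity so hits act as miR-122 inhibitors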
CASP6 VEID inh = caspase-6 (human) enzyme inhibition | purified caspase-6, Z-VEID-R110 cleavage fluorescence | P55212 | AID 686996 | inhibition, % at 12.5 µM | 0.53% of 350,000 active;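 active = mean inhibition across replicates at least about 35%, with every replicate also reaching that limit, limit read from the data; inconclusive = only one of the two criteria met; inactive = neither criterion met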;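 also: 0% = median of neutral control wells and 100% = no fluorescence left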
Target sequence (P55212 24-179 limits assumed): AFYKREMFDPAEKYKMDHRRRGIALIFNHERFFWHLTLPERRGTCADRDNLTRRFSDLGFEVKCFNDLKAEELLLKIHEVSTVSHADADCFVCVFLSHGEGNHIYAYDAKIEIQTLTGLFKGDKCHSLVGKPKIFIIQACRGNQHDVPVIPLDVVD
Target sequence (P55212 194-293 limits assumed): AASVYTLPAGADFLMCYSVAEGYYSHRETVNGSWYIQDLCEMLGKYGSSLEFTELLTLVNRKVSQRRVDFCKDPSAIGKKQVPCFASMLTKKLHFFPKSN
* = called active by the depositor; ? = inconclusive; · = no result given; & = joins results of further samples; [ ] = dose if it differs, or a comment. Compounds were not picked by outcome. Share with any hit: about 2.5%.

SMILES	EWS-Fli block	Cneo AK release	LGR2 antag	PGC1a acetyl inh	PAX8 inh HTS	FN deposit inh	miR-122 sensor	CASP6 VEID inh
CC(C)C(C(=O)NCc1ccco1)N(CC1CCCO1)C(=O)CNS(=O)(=O)c1ccc(F)cc1 (configuration not stated)	0.6	2.7	8.5	·	-0.7	-5.5	-2.1	4.9
O=C(Nc1cnn(Cc2ccc(F)cc2)c1)c1noc2c1CCCC2	-76.2	·	-52.1	6.3	-76.7	8.1	·	0.8
COc1ccccc1CCN1CCCC(CN(C)C(=O)c2ccoc2)C1 (configuration not stated)	·	-1.3	4.5	4.5	14.2	-3.0	3.5	-5.1
CC(c1ccccc1)N1C(=O)c2ccc(C(=O)NCc3cccnc3)cc2C1=O (configuration not stated)	4.7	0.7	-3.5	·	11.4	·	·	3.4
CCCNC(=O)C[C@H]1CC[C@H]2[C@@H](COc3ccc(NC(=O)c4ccno4)cc3C(=O)N2C)O1	4.8	-1.5	-27.9	2.7	-2.8	-5.5	1.7[16.7 µM]	1.1
COc1ccc(NC(=O)Nc2cccc3c2O[C@@H](CN(C)CC2CC2)[C@H](C)CN([C@@H](C)CO)C3=O)cc1	-22.1	-2.2	-5.6	15.6	-45.4	8.0	6.0[16.7 µM]	-0.2
O=C(CN1C(=O)C2CCCCC2C1=O)Nc1ccc(OC(F)F)c(Cl)c1 (configuration not stated)	-8.4	-2.2	-18.6	·	-17.6	7.5	-5.0	2.0
Cc1ccc(/C=N/OC(=O)c2nn(C)cc2Cl)cc1	-2.0	·	-71.5	-2.9	-11.4	-7.0	·	-1.3
O=C(Nc1ccc(C(F)(F)F)cc1)N[C@@H]1CC[C@@H](CC(=O)N2CCCCC2)O[C@H]1CO	-5.9	-3.9	12.3	-0.3	20.5	1.1	·	1.3
COc1ccc(CNC(=O)C(c2ccc(C)o2)N(Cc2cccs2)C(=O)Cc2cccs2)cc1 (configuration not stated)	·	-1.4	·	0.1	8.6	-5.6	158.3*	·
C[C@@H]1CN([C@@H](C)CO)C(=O)c2cc(C#CC3CCCCC3)cnc2O[C@H]1CN(C)Cc1ccncc1	3.0	9.4	-6.2	-8.8	·	·	-6.3[16.7 µM]	-2.0
Cc1ncc([N+](=O)[O-])n1CC(=O)NC(C)(C)C	-2.1	·	25.9	·	3.1	10.3	·	-0.4
COc1cccc(NC(=O)N2C[C@H](O)COC[C@H]3O[C@H](CC(=O)NC4CCCC4)CC[C@@H]32)c1	-8.7	-4.3	5.5	-6.3	-11.8	-5.4	-1.7[16.7 µM]	-0.6
Cc1cccc(OCCC(=O)Nc2cc(S(=O)(=O)N3CCCCC3)ccc2N2CCOCC2)c1	4.5	·	31.4	2.2	7.6	1.6	·	1.9
O=C(NCc1cccnc1)c1nc(-c2ccc(C(F)(F)F)cc2)no1	-14.3	·	-8.8	·	-1.9	6.3	·	10.2

Single records (already shown). Values in the order: EWS-Fli block | Cneo AK release | LGR2 antag | PGC1a acetyl inh | PAX8 inh HTS | FN deposit inh | miR-122 sensor | CASP6 VEID inh
`Cc1ncc([N+](=O)[O-])n1CC(=O)NC(C)(C)C` in the list: -2.1 | · | 25.9 | · | 3.1 | 10.3 | · | -0.4
`COc1ccccc1CCN1CCCC(CN(C)C(=O)c2ccoc2)C1` (configuration not stated) in the list: · | -1.3 | 4.5 | 4.5 | 14.2 | -3.0 | 3.5 | -5.1

Continued:
SMILES	EWS-Fli block	Cneo AK release	LGR2 antag	PGC1a acetyl inh	PAX8 inh HTS	FN deposit inh	miR-122 sensor	CASP6 VEID inh
CCC(=O)Nc1ccc2c(c1)OC[C@H](C)N(C(=O)c1ccccn1)C[C@@H](C)[C@@H](OC)CN(C)C2=O	27.6	-1.3	4.1	·	-9.1	-3.8	0.7[16.7 µM]	0.2
COc1ccccc1C(=O)N1CCN(c2cccc(C(F)(F)F)c2)CC1	·	-0.1	18.2	-30.6	·	·	1.8	·
COc1ccc(NC(=O)C2CCCN2C(=O)OC(C)(C)C)cc1 (configuration not stated)	5.8	-2.5	-4.7	·	25.4	-2.7	·	6.7
CC(=O)N1[C@H](CNC(=O)CN(C)C)[C@@H](c2ccc(C3=CCCCC3)cc2)[C@@H]1CO	-2.9	-3.3	6.3	-4.2	-7.1	·	?	1.0
Cc1cccc(S(=O)(=O)N[C@@H]2CC[C@@H](CCNC(=O)CCN3CCCCC3)O[C@H]2CO)c1	7.1	0.8	-8.3	-6.3	3.4	-5.4	·	1.6
CCN(CC)C(=O)c1ccc(Cn2cc([N+](=O)[O-])cn2)o1	3.5	·	3.8	·	2.5	·	·	1.0
Cc1ccc(-n2c(C)cc(C(=O)COc3cccnc3[N+](=O)[O-])c2C)cc1	·	3.2	-38.1	3.6	-9.9	2.7	0.2	·
Cc1ccc(-c2nc3sc4c(c3c(=O)n2N)CC(C)(C)OC4)cc1	·	4.1	·	-0.3	-6.1	-0.6	8.1	·
O=C(Nc1ccccc1F)N1[C@@H]2CNC[C@H]1C2c1ccc(-c2ccccc2)cc1 (some centres not stated)	-4.1	·	16.6&0.5	-7.5&5.8	-12.5	-7.0&-8.0	·	0.6&-3.1
COc1ccccc1NC(=O)C1=C(C)NC2=C(C(=O)CC(c3ccc(OC)c(OC)c3)C2)C1c1coc2ccccc2c1=O (configuration not stated)	·	·	8.5	·	23.6	0.1	-10.1	·
Cc1ccc(NC(=O)/C=C/c2cccs2)c([N+](=O)[O-])c1	·	-2.3	·	14.1	-103.3	1.7	0.7	·
CCc1cccc(CN2CCC(CNC(=O)Nc3ccc(Cl)cc3)CC2)c1	-1.0	·	2.4	·	-5.5	-4.0	-0.6	-1.1
CN1CCN(C(=O)[C@@H]2[C@@H](CO)[C@@H]3Cn4c(ccc(-c5cccnc5)c4=O)[C@@H]3N2CC2CC2)CC1	-0.9	-7.4	-20.9	·	0.1	·	5.1[16.7 µM]	-7.7
COc1ccc2nc(N(CCN(C)C)C(=O)c3ccc4c(c3)OCCO4)sc2c1	-12.2	-4.1	-20.4	-16.1	-24.7	4.7	-3.4	-3.0
CC1CC1C(=O)N1CCN(S(=O)(=O)c2cc(C(F)(F)F)cc(C(F)(F)F)c2)CC1 (configuration not stated)	4.3	-1.3	-11.9	2.5	-4.3	·	0.9	4.3
CN(C)CC(=O)N[C@H]1CC[C@@H](CCNC(=O)C2CCCC2)O[C@@H]1CO	1.0	1.2	4.2	2.6	3.4	·	-9.2[16.7 µM]	-9.4
O=C(C[C@H]1CC[C@@H]2[C@H](COC[C@H](O)CN2C(=O)c2ccncc2)O1)NCc1cccc(F)c1	11.7	-5.8	-12.0	3.7	-9.6	1.7	26.2[16.7 µM]	·
O=C(O)CC1(CC(=O)Nc2ccccc2Br)CCCC1	0.9	·	-12.5	·	30.5	-3.1	·	-0.8
COc1ccc(OCC(=O)N2N=C(C)CC2(O)C(F)(F)F)cc1 (configuration not stated)	8.2	·	-1.0	1.9	-4.3	-3.5	·	-4.4
CN(CCC1CCOCC1)Cc1cn[nH]c1-c1ccc(-c2ccccc2)cc1	-39.6	16.3	-25.2	-14.0	-32.9	8.2	-1.1	-7.8
CCC(=O)N1CCc2cc(OC)c(OC)cc2C1COc1ccc(OC)cc1 (configuration not stated)	2.9	0.6	-5.1	5.0	-2.5	-4.1	-3.4	4.1
Cc1cccc(C)c1NC(=O)CN(C)CC(=O)Nc1ccccc1Oc1ccccc1	1.9	·	-6.3	-23.9	7.0	-2.9	·	-0.3
Cc1ccc(CNC(=O)C2CCCN(S(=O)(=O)c3c(C)n[nH]c3C)C2)cc1 (configuration not stated)	0.3	-4.3	3.9	-11.2	·	·	4.8	-0.9
C[C@H]1CN([C@@H](C)CO)C(=O)Cc2cc(NS(=O)(=O)c3ccc(F)cc3)ccc2O[C@H]1CN(C)C(=O)Nc1ccc(C(F)(F)F)cc1	-2.4	-3.1	-12.2	0.1	-1.0	·	3.6[16.7 µM]	·
Cc1ccc(CNC(=O)CCS(=O)(=O)Cc2ccc(C)cc2)cc1	·	0.4	-4.2	-5.1	-4.8	-6.2	-0.6	1.5
CCOC(=O)N1CCN(S(=O)(=O)c2cc(Cl)ccc2Cl)CC1	·	5.5	9.4	44.7	·	·	3.4	·
CCN(CC)S(=O)(=O)c1ccc(/C=C/C(=O)Nc2ccc(F)cc2F)cc1	3.8	1.0	-6.8	11.6	-17.4	3.8	-7.3	-0.2
Cc1ccc(C(=O)c2cccc(N)c2)cc1C	?	0.9	-23.5	-3.2	0.9	-4.2	59.3	-0.2
Cc1[nH]c2ccccc2c1C(=O)CN1CCN(C/C=C/c2ccccc2)CC1	·	5.4	·	-0.2	32.0	-0.3	-10.4	·
CC(C)=N/N=C1\NC(=O)C(C)S1 (configuration not stated)	12.9	·	7.7	6.2	-22.9	-1.6	·	-5.4

Part of the list above, comma-delimited.
canonical_smiles,EWS-Fli block,Cneo AK release,LGR2 antag,PGC1a acetyl inh,PAX8 inh HTS,FN deposit inh,miR-122 sensor,CASP6 VEID inh
CN(CCC1CCOCC1)Cc1cn[nH]c1-c1ccc(-c2ccccc2)cc1,-39.6,16.3,-25.2,-14.0,-32.9,8.2,-1.1,-7.8
CCC(=O)N1CCc2cc(OC)c(OC)cc2C1COc1ccc(OC)cc1 (configuration not stated),2.9,0.6,-5.1,5.0,-2.5,-4.1,-3.4,4.1
Cc1cccc(C)c1NC(=O)CN(C)CC(=O)Nc1ccccc1Oc1ccccc1,1.9,·,-6.3,-23.9,7.0,-2.9,·,-0.3
Cc1ccc(CNC(=O)C2CCCN(S(=O)(=O)c3c(C)n[nH]c3C)C2)cc1 (configuration not stated),0.3,-4.3,3.9,-11.2,·,·,4.8,-0.9

Carrying on.
SMILES	EWS-Fli block	Cneo AK release	LGR2 antag	PGC1a acetyl inh	PAX8 inh HTS	FN deposit inh	miR-122 sensor	CASP6 VEID inh
COCCN(C(=O)CSc1n[nH]c(-c2ccccc2)n1)c1c(N)n(CC(C)C)c(=O)[nH]c1=O	-6.9	0.8	-10.9	·	-1.7	0.6	-3.2	1.9
Cc1ccc2nc(NCc3ccco3)c(C=NCc3ccco3)c(=O)n2c1	·	1.0	·	-4.1	·	2.9	3.1	·
CCOc1cc(CN2CCC(n3nccc3NC(=O)C3CC3)CC2)ccc1O	·	-1.4	-0.8	11.2	-4.0	-6.8	·	-1.1
COc1ccc(-c2ccc([C@@H]3[C@H]4CN(C(=O)C5CCOCC5)CC(=O)N4[C@H]3CO)cc2)cc1	-20.1	·	-8.1	-10.2	-18.1	·	·	2.8
CC(C)Cn1cc(C(=O)NCCCN2CCC(C)CC2)c2c3ccccc3n(C)c2c1=O	-4.9	4.2	16.0	-6.3	-2.4	-4.2	-2.2	-2.0
CCN(CC(=O)NCc1ccc(Cl)cc1)C(=O)CCC(=O)c1ccc(C)cc1	-3.9	·	13.7	·	·	-0.7	·	3.2
C[C@@H]1CN([C@H](C)CO)C(=O)c2cccc(NC(=O)c3ccncc3)c2O[C@H]1CN(C)Cc1ccc(C(=O)Nc2ccccc2N)cc1	19.6	1.3	-3.7	13.0	·	·	-10.4[16.7 µM]	-2.5
